# High-throughput results deposited in PubChem BioAssay by National Center for Advancing Translational Sciences (NCATS).
# KB-V1 cytotox: KB-V1 MDR subline cytotoxicity; KB-V1 MDR cells viability, CellTiter-Glo, 72 h; Potency, µM (titrated, usually from 46.1 µM), without a hit: at the top dose activity change, negative = cytotoxicity, usual class: cytotoxic; 400,000 tested, 3.4% active; note: potency is the fitted concentration of half-maximal effect; % is set by controls: 0 for no effect and ±100 for the full control effect; nearly all actives have a fitted effect of over 60% in size
#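 Cells of the MDR subline KB-V1 are plated, dosed with compound at multiple concentrations, and incubated 72 h at 37 degrees C; CellTiter-Glo is then added and luminescence read after 10 min.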
# GLP1R ag: activates the human GLP-1 receptor | Potency, µM (doses to about 45.6 µM), without a hit: top-dose activation, actives largely listed as activators | 380,000 tested, 0.007% active | P43220 | HEK293 GLP-1R CRE-luciferase, luminescence, 4-6 h; cells express a hypersensitive GLP-1R form; note: potency is the fitted concentration of half-maximal effect; % of control where 0% means no effect
# DRD3 antagonist: antagonists of human D3 dopamine receptor; P35462; D3R cells, DiscoveRx beta-arrestin luminescence, antagonist mode; stronger effect = lower value; max response, negative = inhibition, %; 360,000 tested, 2.5% active; in the data active = max response below about -50%; inconclusive = no clear call, values can overlap the other calls; note: % is set by controls: 0 for no effect and ±100 for the full control effect; mostly tested at two doses, the higher about 12 µM
# Target sequence (P35462 whole entry, looked up): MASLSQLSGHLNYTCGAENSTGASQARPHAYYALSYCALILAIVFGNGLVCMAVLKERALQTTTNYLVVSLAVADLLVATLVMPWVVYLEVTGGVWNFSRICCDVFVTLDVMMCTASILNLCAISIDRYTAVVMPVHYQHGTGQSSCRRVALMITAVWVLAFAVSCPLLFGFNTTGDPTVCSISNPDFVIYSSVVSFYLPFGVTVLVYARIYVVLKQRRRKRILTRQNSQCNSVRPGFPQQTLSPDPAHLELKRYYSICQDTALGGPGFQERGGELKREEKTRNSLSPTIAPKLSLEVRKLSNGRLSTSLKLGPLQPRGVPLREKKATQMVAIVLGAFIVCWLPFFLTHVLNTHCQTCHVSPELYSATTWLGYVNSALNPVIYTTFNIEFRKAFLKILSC
#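 Cells plated overnight at 1500 cells/well, then exposed to library compounds with dopamine controls for 90 minutes at 37 degrees C. DiscoveRx reagent added for 30–60 minutes at room temperature; luminescence read, quantitative HTS format.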
# HEK293 tox: cytotoxicity counter-screen for GLP-1 receptor inverse agonists; HEK293 cAMP-luciferase reporter cells, luminescence, 24 h; Potency, µM (highest dose often 38.3 µM), for the others: at the highest dose activity change, negative = inhibition, actives largely listed as inhibitors; 410,000 tested, 0.13% active;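 note: loss of luciferase light is scored as toxicity; potency is the fitted concentration of half-maximal effect; % is set by controls: 0 for no effect and ±100 for the full control effect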
#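 Luminescence readout: signal drop marks cytotoxicity. Plated cells grew 12 h at 37 °C, 5% CO2, received 23 nL compound for 24 h, then got luciferase reagent, read after 12 min at RT.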
# PTHR1 agonist: PTHR1 (human) receptor agonism. Q03431. HEK293 GP2 PTHR1 cells, GloSensor cAMP luminescence, 1 h. Potency, µM (highest dose often 115 µM), for the others: top-dose activation, actives largely listed as activators. 410,000 tested, 0.075% active. AID 743266; note: potency is the fitted concentration of half-maximal effect; nearly all actives have a fitted effect of over 55% in size; some results filed as inactive show a strong effect at the top dose; inactives centre near -15; many of its hits are not listed in these tables
# Target sequence (Q03431 whole entry, looked up): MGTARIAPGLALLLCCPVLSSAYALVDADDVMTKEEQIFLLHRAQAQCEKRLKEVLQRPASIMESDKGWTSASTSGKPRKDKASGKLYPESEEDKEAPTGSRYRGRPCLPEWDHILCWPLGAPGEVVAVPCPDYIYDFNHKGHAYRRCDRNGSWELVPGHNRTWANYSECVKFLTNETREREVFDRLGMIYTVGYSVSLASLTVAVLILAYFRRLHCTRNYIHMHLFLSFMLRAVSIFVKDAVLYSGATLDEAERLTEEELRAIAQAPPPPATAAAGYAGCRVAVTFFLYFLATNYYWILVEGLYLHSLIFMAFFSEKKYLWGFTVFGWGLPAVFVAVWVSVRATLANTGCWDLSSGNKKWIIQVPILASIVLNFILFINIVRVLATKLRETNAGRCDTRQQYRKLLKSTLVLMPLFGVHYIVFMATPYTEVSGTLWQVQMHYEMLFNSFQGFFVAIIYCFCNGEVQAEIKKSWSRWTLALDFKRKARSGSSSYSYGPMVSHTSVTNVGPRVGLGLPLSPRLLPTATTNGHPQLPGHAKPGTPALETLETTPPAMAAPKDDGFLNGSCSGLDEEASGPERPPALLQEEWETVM
#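 HEK-293-derived GP2 cells expressing PTHR1 and a GloSensor cAMP reporter, 3,000/well, plated overnight, given luciferin plus IBMX (each 0.5 mM as added) for 1 h at 37 °C, then compound for 1 h at 37 °C. Luminescence was read after 15 min at room temperature.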
# D3 ag: activates the human D3 dopamine receptor; AID 652048; D3R DiscoveRx beta-arrestin cells, luminescence, 90 min; P35462; 410,000 tested, 0.58% active; max activation, %; in the data active = max activation above about 30%; note: 0% is about no effect; mostly tested at two doses, the higher about 12 µM
#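 Cells at 1500/well, incubated overnight, then treated with pinned compounds (dopamine as control) for 90 min at 37 degrees C. DiscoveRx reagent added for 30 - 60 minutes at room temperature; luminescence read.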
# TDP-43 yeast inh: inhibitors of TDP-43 toxicity in yeast. TDP-43 expressing yeast growth rescue, BacTiter-Glo, 24 h. Potency, µM (series often up to 46.1 µM), for inactives: at the highest dose growth rescue (activation), hits mostly activators. 410,000 tested, 1.8% active; note: potency is the fitted concentration of half-maximal effect; % of control where 0% means no effect; nearly all actives have a fitted effect of over 50% in size
#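 Cell-based yeast growth screen: TDP-43 expression induced in galactose, inoculum OD600=0.02 after raffinose pregrowth to mid-log. Read-out BacTiter-Glo luminescence at 24 hr, 30 deg C; inhibition of toxicity seen as signal increase.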
# GLP-1R inv ag: GLP-1 receptor (human) inverse agonism | Potency, µM (titrated, usually from 38.3 µM), inactives show top-dose activity change, negative = inhibition, hits mostly inhibitors | 410,000 tested, 1.6% active | HEK293 GLP-1R CRE-luciferase, luminescence, 24 h; GLP-1R form is constitutively active | AID 624417 | P43220; note: potency is the fitted concentration of half-maximal effect; % is set by controls: 0 for no effect and ±100 for the full control effect; nearly all actives have a fitted effect of over 55% in size
#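 HEK293 cells stably co-expressing constitutively active GLP-1R and a cAMP-responsive luciferase reporter were seeded in DMEM with 10% Nu serum, given compounds after 12 h, and incubated 24 h at 37 deg C. Luminescence was then read.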
# aSyn yeast inh: inhibitors of alpha-synuclein toxicity in yeast. Yeast expressing alpha-synuclein, growth rescue, BacTiter-Glo, 24 h. Potency, µM (doses to about 46.1 µM), without a hit: at the top dose growth rescue (activation), usual class: activators. 370,000 tested, 0.14% active. AID 652106; note: potency is the fitted concentration of half-maximal effect; % of control where 0% means no effect; nearly all actives have a fitted effect of over 65% in size
#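 Readout is rescue of growth in alpha-synuclein-expressing yeast, so inhibitors of toxicity appear as activators. Growth after 24 hr at 30 deg C in galactose medium is quantified by luminescence.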
# Active calls of the source: *; i = inactive; ? = inconclusive; . = not tested or not shown; [ ] = remark or other dose. Unless noted, calls come from the whole dose curve; as a rule, active = well fitted curve in the direction sought with a large enough effect; inconclusive = small, poorly fitted or top-dose-only effect, or another doubt; inactive = no such curve, though single readings can be large; an effect the other way counts as inactive or inconclusive. The list is partial, so the mix of outcomes need not match the whole.
# Below each compound: KB-V1 cytotox	GLP1R ag	DRD3 antagonist	HEK293 tox	PTHR1 agonist	D3 ag	TDP-43 yeast inh	GLP-1R inv ag	aSyn yeast inh
> CC1(C)CN=c2s/c(=C\c3ccc(Cl)cc3)c(=O)n2C1
→ ?	13%	-10	-18%	-71%[inhibitor]	-4	?	?	7%
> COC(=O)CC1C(=O)NCCN1C(=S)NC(=O)CCc1ccccc1 (stereo not drawn)
→ -22%	-3%	-10	2%	i	0	-24%	19%	-5%
> CCn1nc(C)cc1C(=O)OCC(=O)c1ccc(Cl)cc1
→ 0%	-1%	6	0%	23%	9	10%	9%	7%
> Cc1ccc2c(CN3CCN(S(=O)(=O)c4ccccc4C(F)(F)F)CC3)cc(=O)oc2c1
→ -4%	11%	37	-9%	-3%	8	?	-3%	1%
> CC(=O)C(c1ccccc1)C(c1ccccc1)C(C)[N+](=O)[O-] (stereo not drawn)
→ 4%	-3%	-23	12%	-12%	-5	10%	10%	-6%
> CCc1ccc(NC(=O)c2cccc(N3CCCS3(=O)=O)c2)cc1
→ -8%	.	.	-8%	i	2	0%	?	.
> COc1cccc(CN(C)CC(=O)Nc2cccc(C(F)(F)F)c2)c1OC
→ ?	18%	1	15%	-25%	-4	-6%	-20%	-1%
> FC(F)(F)Oc1ccc(NC(=S)NCCCN2CCOCC2)cc1
→ ?	-1%	-4	0%	-4%	-2	9%	-13%	6%
> O=C(NCCN1CCNC1=O)C1CCC(=O)N(Cc2cccc(C(F)(F)F)c2)C1 (stereo not drawn)
→ 2%	2%	-6	-6%	-43%[inhibitor]	-3	-4%	2%	-3%
> CSc1ncccc1C(=O)NCCc1ccc(S(N)(=O)=O)cc1
→ 0%	3%	8	10%	-1%	6	-7%	7%	0%
> CSc1ccccc1NC(=O)c1cccs1
→ -12%	-6%	24	9%	i	4	6%	6%	-2%
> Cc1ccc(NC(=S)c2ccncc2)c(C)c1
→ ?	3%	13	1%	-10%	-1	21%	21%	20%
> Cc1cc(C(=O)COC(=O)c2ccc3c(c2)NC(=O)CS3)c(C)n1CC1CCCO1 (stereo not drawn)
→ 12µM*	1%	25	-9%	-36%[inhibitor]	5	-16%	-10%	1%
> CC(=O)N1CCN(Cc2nc3cc([N+](=O)[O-])ccc3n2C)CC1
→ 12%	4%	21	0%	i	0	19%	5%	7%
> CC(C)=CCCC(C)CN1CCC(N2CCC(C(=O)N3CCCC3)CC2)CC1 (stereo not drawn)
→ 8%	16%	-3	-7%	i	-11	18%	?	3%
> CCOc1ccc(NC(=O)C2CCN(S(=O)(=O)c3cccnc3)CC2)cc1
→ 4%	-3%	9	-18%	-2%[57.5 µM]	18	2%	3%	-1%
> NC(=O)c1c(NC(=O)CSc2nnc(-c3ccccc3)n2CC2CCCO2)sc2c1CCC2 (stereo not drawn)
→ ?	10%	-23	-21%	11%[57.5 µM]	-26	-11%	32%[activator]	-1%
> C#CCCC(=O)c1ccccc1/C=[N+](\[O-])c1ccccc1
→ 8%	3%	-22	11%	-20%	-7	9%	-8%	-2%
> COc1ccc(S(=O)(=O)Nc2ccccc2-c2nnn(CC(=O)Nc3ccccc3OC)n2)cc1
→ 0%	-3%	28	-34%	-26%	4	16%	?	4%
> O=C(CSc1ncnc2ccccc12)NCCCO
→ 28%	-5%	51	1%	i	6	7%	-9%	-6%
> O=C(COC(=O)c1cc[n+]([O-])cc1)Nc1ccc(Cl)cc1[N+](=O)[O-]
→ 2%	-1%	6	0%	i	-2	7%	8%	0%
> O=S(=O)(c1cccc2nsnc12)N1CCOCC1
→ 14%	-13%	10	-3%	-6%[57.5 µM]	1	1%	4%	0%
> O=C(CCc1c[nH]c2ccccc12)NCCc1ccc2c(c1)OCCO2
→ 20%	14%	-3	-4%	i	15	-7%	?	3%
> O=P1(O)C=C(c2ccccc2)NC(c2ccccc2)=C1
→ 17%	10%	16	0%	i	1	-8%	0%	1%
> CC1(C)Cc2c(C#N)c(NCCc3ccccc3)nc(-c3ccco3)c2CO1
→ ?	2%	0	274%[activator]	-5%[57.5 µM]	-9	-19%	-13%	1%
> CCOC(=O)C1(C)CCCN(C(=O)c2cc(C#N)cs2)C1 (stereo not drawn)
→ 0%	-2%	-6	3%	-4%	-5	5%	15%	10%
> CCOC(=O)C1CCN(C(=O)N(CC)CC)CC1
→ 7%	1%	11	-10%	i	6	-7%[0.397 µM]	13%	2%
> Cn1c(=O)c2c(ncn2CC(=O)N2CCN(c3ccc(F)cc3)CC2)n(C)c1=O
→ 1%	-11%	17	-1%	i	4	-3%	0%	0%
> CNC(=O)c1cc2ccccc2o1
→ 9%	3%	0	-10%	i	-3	6%	1%	-4%
> CC(C)c1ccc(Nc2c(-c3ccsc3)nc3ccc(Cl)cn23)cc1
→ 5%	.	.	4%	-19%	-2	2%	26%	.

# Next part
# Below each compound: KB-V1 cytotox	GLP1R ag	DRD3 antagonist	HEK293 tox	PTHR1 agonist	D3 ag	TDP-43 yeast inh	GLP-1R inv ag	aSyn yeast inh
> Cc1cc(C)cc(-n2ccnc2SCC(=O)Nc2nc3ccc(C)cc3s2)c1
→ 20%	-7%	.	-1%	-12%	-9	10%	6%	-2%
> CC(C)=CCC/C(C)=C/CNC(=O)C[C@H]1C[C@H](C(=O)N2CCCCC2)[C@@]2(C)c3[nH]c4cc(-c5ccco5)ccc4c3CCN2C1=O
→ ?	2%	-23	-1%	-25%	9	12%	?	13%
> CCOC(=O)[C@]12CCCC=C1N(Cc1cccc3ccccc13)C(=O)[C@H](CC(=O)N1CCCCC1)C2
→ 9.2µM*	2%	-15	1%	-5%	-10	0%	?	11%
> COc1ccccc1NS(=O)(=O)c1cc2c3c(c1)CCN3C(=O)CC2
→ -23%	17%	8	0%	-6%	5	-13%	10%	-1%
> Cc1cccc(C(=O)Nc2scc(CC(C)C)c2C(=O)O)c1
→ ?	-2%	13	2%	i	-4	5%	?	2%
> O=C(/C=C/c1ccc(Cl)cc1)NCCCN1CCOCC1
→ 13%	2%	-4	4%	i	-7	6%	-12%	-2%
> C=CCN(CC=C)CCOc1ccc(OC(C)C)cc1
→ ?	7%	2	-9%	i	4	-8%	-33%	2%
> O=C(N/N=C/c1cc([N+](=O)[O-])ccc1N1CCCCCC1)c1ccccn1
→ ?	4%	-5	-16%	-4%	0	-3%	-28%	6%
> Cc1ccc2c(c1)c(C1=NC(=S)NC1=O)c(O)n2C
→ -13%	16%	-12	1%	-35%	13	-17%	13%	1%
> Cn1cccc1CNC1CCCCC1
→ 4%	-8%	-12	-5%	i	-15	-22%	-6%	-9%
> Cn1c(SC(C(=O)Nc2ccc(F)cc2)c2ccccc2)nc2ccccc21 (stereo not drawn)
→ ?	-7%	32	-33%	i	0	?	-3%	11%
> Cc1ccc(NC2c3ncccc3C(=O)N2C2CCCCC2)cc1C (stereo not drawn)
→ 0%	-3%	-14	-7%	-14%[57.5 µM]	-23	-20%	-38%	-2%
> Cc1ccc2nc(-c3ccccc3)oc(=O)c2c1
→ -3%	-2%	-10	3%	i	-3	-5%	1%	-18%
> C/C(Sc1nnc(Cc2ccccc2)o1)=C(\O)c1ccccc1
→ -9%	6%	14	-7%	-18%	0	-18%	?	6%
> COc1ccc(CNC(=O)CCc2c(C)nc3c(c(C)nn3-c3ccccc3)c2C)cc1
→ -24%	.	.	-4%	-37%[inhibitor]	3	22%	-9%	.
> COc1ccccc1NS(=O)(=O)c1ccc(C(=O)NCCCn2ccnc2)cc1
→ 11%	-1%	-16	10%	4%	-4	0%	-11%	-8%
> CCOC(=O)Nc1cc(OCC)c(NC(=O)C2CC2)cc1OCC
→ 16%	-5%	-15	-5%	i	-10	0%	-12%	-2%
> CCC1(C(=O)c2ccccc2)C(c2ccc([N+](=O)[O-])cc2)C1(C(=O)OC)C(=O)OC (stereo not drawn)
→ ?	-6%	-5	0%	-21%	2	15%	10%	2%
> Cn1c(=O)c2c([nH]c(=O)n2C)n(C)c1=O
→ 10%	5%	5	8%	i	0	-1%	5%	-1%
> COc1ccc(N2CCN(C(CNC(=O)c3ccc(C)cc3)c3ccc4c(c3)OCO4)CC2)cc1 (stereo not drawn)
→ -7%	.	.	0%	-12%	-29	17%[9.22 µM]	?	.
> CC(C)CNS(=O)(=O)c1ccc(OCC(=O)NCc2ccco2)cc1
→ 1%	3%	21	7%	i	-3	10%	9%	-5%
> CCOc1ccc(C(c2c(NC(=O)c3ccco3)sc(C)c2C)N2CCOCC2)cc1 (stereo not drawn)
→ -28%	-2%	3	4%	-16%	-10	?	?	11%
> CN(C)N=Nc1ccc(S(=O)(=O)NC(=O)Cc2ccccc2)cc1
→ ?	-2%	1	-3%	i	11	17%	-3%	4%
> CC(=O)c1ccc(S(=O)(=O)Nc2ccc(-c3cn4c(C)csc4n3)cc2)cc1
→ -14%	2%	.	-15%	i	2	5%	4%	-1%
> CCCCn1c(=O)n(-c2ccc(Br)cc2F)c(=O)c2c3c(sc21)CN(C(C)=O)CC3
→ 5%	.	.	2%	-22%	2	?	17%	.
> CCOc1ccc2oc(=O)cc(CN3CCN(c4ccccc4OC)CC3)c2c1
→ .	.	.	12%	-10%	-31	15%	8%	.
> CC(C)Cn1c(N)c(C(=O)NCC2CCCO2)c2nc3ccccc3nc21 (stereo not drawn)
→ ?	6%	3	.	i	-2	3%	?	7%
> CCOC(=O)/C(O)=C/c1ncc(C(F)(F)F)cc1Cl
→ 4%	-21%	-6	2%	i	0	20%	17%	?
> CCOc1ccccc1CN1CCNC(=O)C1CC(=O)N(C)CCc1ccccn1 (stereo not drawn)
→ 29%	4%	0	0%	i	2	-12%	1%	-9%
